GLD-1 TGE inh: GLD-1-TGE RNA interaction inhibition (C. elegans); Q17339; purified GLD-1 + fluorescein TGE RNA, fluorescence polarization; inhibition, % at 5.96 µM; 320,000 compounds, 0.44% hits; AID 2280;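 active = percent inhibition above a per-plate cutoff, the plate mean of test compounds plus 3 SD, cut at about 30% in these data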;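 note: 0% = DMSO wells with GLD-1 and probe and 100% = wells lacking GLD-1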
PAFAH1B2 FP inh: PAFAH1B2 (human) inhibition | P68402 | 340,000 compounds, 1.2% hits | recombinant PAFAH1B2, FP-rhodamine activity probe, fluorescence polarization | inhibition, % at 3.39 µM;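 active = inhibition above the mean of all tested compounds plus 3 SD, cut at about 24% in these data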;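 note: 0% = enzyme with DMSO and 100% = wells lacking PAFAH1B2; many of its hits are not listed in these tables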
Target sequence (P68402 whole entry, looked up): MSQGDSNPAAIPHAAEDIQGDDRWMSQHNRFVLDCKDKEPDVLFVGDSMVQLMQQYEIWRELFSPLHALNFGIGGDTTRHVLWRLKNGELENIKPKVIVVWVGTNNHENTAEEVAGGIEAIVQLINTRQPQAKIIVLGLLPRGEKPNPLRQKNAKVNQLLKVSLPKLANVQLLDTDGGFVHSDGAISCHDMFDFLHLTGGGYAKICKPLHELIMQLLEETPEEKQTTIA
MEX-5 binding: C. elegans MEX-5 TCR-2 RNA binding activity | AID 1832 | activity score (negative = inhibition of binding), % at 10 µM | Q9XUB2 | MEX-5/FITC-TCR2 RNA binding, fluorescence polarization; active compounds read low | 300,000 compounds, 0.38% hits;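 active = inhibition past about -25% in most replicates, and total fluorescence under double the plate's negative control median, limit read from the data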;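 note: 0% = DMSO and -100% = 5 µM competing unlabeled TCR2 RNA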
AHR activator: human AHR activation; AHR-responsive luciferase reporter cells, luminescence; activation, % at 5 µM; 320,000 compounds, 2.5% hits; in the data active = activation above about 47%;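 note: 0% = vehicle wells and 100% = reference agonist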
Target sequence (P35869 whole entry, looked up): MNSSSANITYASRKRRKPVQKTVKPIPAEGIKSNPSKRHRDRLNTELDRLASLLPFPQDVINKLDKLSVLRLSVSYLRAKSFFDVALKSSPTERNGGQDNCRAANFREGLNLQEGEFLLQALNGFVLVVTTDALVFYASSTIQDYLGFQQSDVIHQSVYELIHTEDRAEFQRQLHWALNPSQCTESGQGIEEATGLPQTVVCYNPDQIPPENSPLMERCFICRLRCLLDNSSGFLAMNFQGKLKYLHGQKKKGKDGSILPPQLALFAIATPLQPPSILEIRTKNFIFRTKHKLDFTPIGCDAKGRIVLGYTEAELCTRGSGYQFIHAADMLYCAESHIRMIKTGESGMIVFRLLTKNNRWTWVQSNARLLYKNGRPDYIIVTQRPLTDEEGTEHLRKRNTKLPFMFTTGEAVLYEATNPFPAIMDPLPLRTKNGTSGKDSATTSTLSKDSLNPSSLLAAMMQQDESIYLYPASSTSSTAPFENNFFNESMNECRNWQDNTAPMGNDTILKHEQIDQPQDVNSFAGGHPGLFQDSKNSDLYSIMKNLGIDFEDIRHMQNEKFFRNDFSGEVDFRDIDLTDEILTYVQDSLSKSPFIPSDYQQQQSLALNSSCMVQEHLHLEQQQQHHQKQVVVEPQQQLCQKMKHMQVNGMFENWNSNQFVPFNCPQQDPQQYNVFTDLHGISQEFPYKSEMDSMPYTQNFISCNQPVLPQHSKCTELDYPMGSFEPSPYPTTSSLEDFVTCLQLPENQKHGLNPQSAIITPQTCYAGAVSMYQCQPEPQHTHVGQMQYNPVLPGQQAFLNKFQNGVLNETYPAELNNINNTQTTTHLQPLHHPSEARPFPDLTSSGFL
PME-1 primary: blocks human protein phosphatase methylesterase 1. Q9Y570. recombinant PME-1, FP-Rh probe fluorescence polarization. AID 2130. 320,000 compounds, 0.53% hits. inhibition, % at 5.9 µM;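 active = inhibition above the campaign mean of all compounds plus 3 SD, cut at about 26% in these data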;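 note: competitive labeling of PME-1 active site by serine hydrolase directed probe; 0% = PME-1 with DMSO and 100% = wells lacking PME-1 enzyme; inhibitors block probe labeling so polarization falls and inhibition rises; many of its hits are not listed in these tables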
MCL1-BIM inh: MCL1-BIM-BH3 interaction inhibition (human). 320,000 compounds, 0.68% hits. inhibition, % at 10.9 µM. GST-MCL1 / FITC-Bim-BH3 fluorescence polarization. Q07820;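 active = inhibition above the mean inhibition of all tested compounds plus 3 SD, set per campaign, cut at about 40% in these data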;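 note: 0% = DMSO wells and 100% = unlabeled Bim-BH3 peptide control; higher means more loss of mP so more displacement of Bim peptide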
pPAFAH inh: inhibitors of human plasma PAF acetylhydrolase (pPAFAH); recombinant pPAFAH, FP-rhodamine probe fluorescence polarization; AID 463082; inhibition, % at 3.39 µM; Q13093; 330,000 compounds, 1.5% hits;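 active = inhibition above the mean inhibition across the screen plus 3 SD, cut at about 25% in these data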;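 note: inhibitors block binding of the rhodamine activity-based probe so polarization drops; 0% = enzyme with DMSO and 100% = wells lacking pPAFAH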
Fam108B counter: Fam108B inhibition, counter-screen for RBBP9 inhibitors. recombinant Fam108B, FP-Rh probe fluorescence polarization. inhibition, % at 9.51 µM. 300,000 compounds, 0.33% hits;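 active = inhibition above the screen mean inhibition plus 3 SD, computed separately per campaign, cut at about 18% in these data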;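 note: inhibitors lower polarization as less probe binds the enzyme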
BCLXL inh: Bcl-xL (human) inhibition. Q07817. GST-Bcl-xL / FITC-Bim BH3 peptide fluorescence polarization. inhibition, % at 10.9 µM. 320,000 compounds, 0.7% hits. AID 2129;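 active = inhibition above the mean of all tested compounds plus 3 SD, cutoff set per campaign, cut at about 30% in these data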;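 note: 0% = DMSO wells and 100% = unlabeled Bim-BH3 peptide competitor; inhibitors lower millipolarization by displacing the labeled peptide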
An asterisk follows results filed as active; nt = no result given.

Order of values – GLD-1 TGE inh	PAFAH1B2 FP inh	MEX-5 binding	AHR activator	PME-1 primary	MCL1-BIM inh	pPAFAH inh	Fam108B counter	BCLXL inh
Cn1c(=O)c2c(nc(CN3CCCCC3)n2Cc2c(F)cccc2Cl)n(C)c1=O
  2	3	nt	1	3	2	-5	1	4
Clc1ccc(-c2nc(N3CCOCC3)nc3ccccc23)cc1
  0	4	-0.5	5	-2	5	10	-2	3
O=C1CSC(c2cccnc2)N1C1CCCCC1 (stereo not given)
  6	6	-2.1	4	7	5	0	-7	0
CCNC(=S)Nc1ccc2cn[nH]c2c1
  12	3	-1.1	4	-1	2	4	2	4
CCS(=O)(=O)Nc1ccc(-c2nnc(SCC(=O)c3ccc(NC(C)=O)c(OC)c3)o2)cc1
  3	1	2.0	-2	-1	-66	-2	0	-9
CCn1c(SCC(=O)NCc2ccccc2)nc2ccccc2c1=O
  1	-1	1.4	-2	8	4	4	2	4
Cc1ncc(CN2CCCC(CCC(=O)NCc3ccccc3F)C2)s1 (stereo not given)
  -6	5	2.1	4	0	-5	4	1	-2
CCOC(=O)c1ccc(N2CN=C3SCC(=O)N3C2)cc1
  6	2	1.0	4	-5	8	0	1	6
O=C1ON=C(c2ccccc2)/C1=C\c1ccco1
  -4	3	2.7	-1	-1	-19	12	1	-7
CC1CC(C)CN(C(=O)c2ccc3nc[nH]c3c2)C1 (stereo not given)
  8	-3	1.4	-2	7	7	10	2	1

Next section:
Order of values – GLD-1 TGE inh	PAFAH1B2 FP inh	MEX-5 binding	AHR activator	PME-1 primary	MCL1-BIM inh	pPAFAH inh	Fam108B counter	BCLXL inh
CCOC(=O)c1sc(NC(=O)Nc2cccc(Cl)c2)cc1C
  10	-1	-2.9	6	13	5	-8	25*	5
Cc1cc(OCC(O)CN2CCN(c3ccccn3)CC2)cc(C)c1Cl (stereo not given)
  6	-2	1.6	-1	2	4	3	3	1
O=C(CSc1nc2cccnc2n1Cc1ccccc1)N1CCCC1
  -2	3	-1.0	3	3	1	-3	0	-1
O=C(N/N=C/C=C/c1ccccc1)c1cc2c(ccc3ccccc32)o1
  6	-3	1.2	0	-8	5	2	-4	0
CCN(CC)CCOC(=O)c1c(C)oc2ccc(OC)cc12
  -3	5	0.9	-3	-8	6	1	2	-1
O=C(CCC(=O)Nc1ccccc1Cl)NNC(=O)C1CCCCC1
  0	2	nt	-2	nt	nt	-2	nt	nt
COCC(C)NS(=O)(=O)c1ccc(C)cc1 (stereo not given)
  7	-2	1.7	0	1	-1	0	-3	4
O=C(N/N=C/C=C\c1cccc([N+](=O)[O-])c1)c1cccnc1
  3	1	2.3	14	-5	2	0	0	3
COc1ccccc1NC(=S)N1CCC(c2nc3ccccc3o2)CC1
  3	-2	0.6	3	-2	11	2	-5	2
Brc1ccc(CNc2nc3ccccc3n2CCN2CCCCC2)cc1
  6	10	-2.0	1	2	6	-1	4	5

Additional results follow.
Order of values – GLD-1 TGE inh	PAFAH1B2 FP inh	MEX-5 binding	AHR activator	PME-1 primary	MCL1-BIM inh	pPAFAH inh	Fam108B counter	BCLXL inh
O=C(CN(CCc1ccccc1)C(=O)c1csnn1)NC1CCCC1
  2	-2	-4.8	3	3	3	3	-4	-1
COc1cc2cc3c(N)c(C(=O)NCc4ccco4)sc3nc2cc1OC
  9	-2	-1.1	-5	47*	9	24	17	16
CNC(=S)N/N=C/c1ccccc1OCC(=O)O
  0	4	0.5	0	-3	-1	-1	-1	1
Cc1cc(C)n(C(=O)c2cc3sccc3[nH]2)n1
  0	5	-0.2	13	0	8	-3	0	4
CC(=O)Nc1ccc(S(=O)(=O)N2CCCc3ccccc32)cc1
  6	2	1.7	-1	4	5	6	-4	4
COc1ccc(S(=O)(=O)N2CCC(Cc3ccccc3)CC2)cc1NC(C)=O
  3	5	2.9	1	-4	-19	-1	-1	-17
COc1ccccc1NC(=O)N1CCCC1C(=O)Nc1ccc2c(c1)OCCO2 (stereo not given)
  0	-1	-0.3	2	0	6	1	1	4
O=C(Cc1ccccc1)Nc1nonc1NC(=O)c1ccccc1
  -3	11	-1.8	3	7	0	-2	-3	0
NS(=O)(=O)c1ccc(CNC(=O)c2ccccc2SCC(=O)N2CCCC2)cc1
  4	1	-0.7	2	1	6	-8	0	-2
NS(=O)(=O)c1ccc(CCNC(=O)Cc2cccs2)cc1
  1	1	-1.5	-1	-10	12	7	0	-2

(more compounds)
Order of values – GLD-1 TGE inh	PAFAH1B2 FP inh	MEX-5 binding	AHR activator	PME-1 primary	MCL1-BIM inh	pPAFAH inh	Fam108B counter	BCLXL inh
C=C(C)Cn1cnc2c(oc3nc4c(cc32)CCCC4)c1=O
  6	1	0.6	-3	3	-7	4	-2	0
Cc1ccc(S(N)(=O)=O)c(C)c1N1CCCC1=O
  7	0	-0.7	-1	-2	6	4	0	4
O=[N+]([O-])c1ccc(CSc2ccccn2)cc1
  -2	3	0.5	-3	3	8	7	1	3
CN1CC(=O)N2Cc3[nH]c4ccccc4c3C[C@H]2C1=O
  2	3	3.8	20	-8	5	-6	-2	2
Cc1ccc(C2C(C(=O)c3sc(C)nc3C)=C(O)C(=O)N2CCN(C)C)o1 (stereo not given)
  13	-2	-2.5	0	-6	15	-2	5	9
CC(C)c1cc(CN2CCN(C3CCCC3)C(CCO)C2)[nH]n1 (stereo not given)
  6	4	0.4	2	3	6	-1	-1	1
Cc1ccnc(N2CCC(C(=O)NNC(=O)COc3cccc4ccccc34)CC2)n1
  -2	1	-0.8	-1	-2	2	3	-3	8
CC(=O)c1ccc2c3c(cccc13)CC2
  3	4	-0.3	-1	-6	-1	-6	2	0
COC(=O)CCN(C(=O)c1ccc(N2CCCC2)c([N+](=O)[O-])c1)c1ccccn1
  6	1	-0.5	0	-2	-2	0	4	-1
O=C(CCNC(=O)c1ccccc1Cl)Nc1cccc(S(=O)(=O)N2CCCC2)c1
  -5	2	nt	1	12	3	-1	nt	2

Later entries:
Order of values – GLD-1 TGE inh	PAFAH1B2 FP inh	MEX-5 binding	AHR activator	PME-1 primary	MCL1-BIM inh	pPAFAH inh	Fam108B counter	BCLXL inh
CCCn1c(SCc2ccon2)nc2ccccc2c1=O
  4	1	2.3	1	4	9	3	-2	3
O=C(CC1C(=O)NCCN1Cc1ccc(-c2ccccc2)cc1)NCCc1ccccn1 (stereo not given)
  13	5	0.1	5	-8	5	2	-6	13
Cc1ccccc1NS(=O)(=O)CCCCC(Cl)(Cl)Cl
  10	6	1.1	0	5	4	21	8	5
CC(C)OC(=O)/C(=C\c1cccc2ccccc12)NC(=O)c1ccccc1
  -8	-2	1.6	0	0	3	10	3	1
CC1(C)CC(=O)c2ccc(O)cc2O1
  3	10	1.1	0	6	6	6	2	6
Cc1ccc(S(=O)(=O)N2CCCCC2)cc1NC(=O)Cn1ccsc1=N
  1	1	-0.9	1	1	3	0	-1	8
Cc1ccc2nc(SCC(=O)NCc3ccccc3)nc(=O)n2c1
  -7	2	2.2	0	-9	8	-3	2	0
CCOC(=O)CSc1nc2c(c(=O)n1-c1ccc(OC)cc1)SCC2
  2	6	-0.5	1	1	3	-5	1	-1
Cc1nn(CC(=O)Nc2ccc3nc4n(c(=O)c3c2)CCCC4)c(C)c1[N+](=O)[O-]
  3	6	nt	-4	0	-5	5	-1	0
CCCCN(Cc1cccs1)S(=O)(=O)c1ccc(-c2ccc(=O)[nH]n2)s1
  1	4	0.1	-2	5	10	1	-1	4

Next results
Order of values – GLD-1 TGE inh	PAFAH1B2 FP inh	MEX-5 binding	AHR activator	PME-1 primary	MCL1-BIM inh	pPAFAH inh	Fam108B counter	BCLXL inh
O=C(CCNS(=O)(=O)c1ccccc1C(F)(F)F)NNC(=O)C1COc2ccccc2O1 (stereo not given)
  4	8	-0.6	3	1	1	4	-2	2
CSc1ccccc1C(=O)OCC(=O)N1CCN(C(C)=O)CC1
  -1	-1	nt	3	4	2	-3	nt	-2
Cc1cccc(-n2cc(CN3CCN(C(=O)c4ncn[nH]4)CC3)c(-c3cccc(F)c3)n2)c1
  3	2	2.9	5	-4	4	8	-3	4
Cc1ccc2cc3c(nc2c1)N(c1ccccc1)CC3
  1	2	2.8	66*	7	4	4	2	-2
Cc1cc(C(=O)Nc2cccc3ccccc23)c(C)o1
  -3	8	2.1	3	0	-1	5	1	-3
COc1ccccc1C(=O)NNC(=O)c1cccc(C)c1
  0	9	1.8	26	-1	4	1	-3	1
COc1ccc(NS(=O)(=O)c2ccc(NC(=S)NC(=O)c3ccc(F)cc3)cc2)nn1
  -3	-2	2.7	4	2	0	-5	-3	0
C=CCNC(=S)NNC(=O)c1cccn(Cc2ccc(Cl)cc2)c1=O
  3	4	0.4	-1	3	5	-3	0	1
O=C(COc1ccc(Br)cc1)Nc1ccc(S(=O)(=O)Nc2ccccn2)cc1
  -2	4	-3.5	4	-7	10	11	-2	2
O=C(O)Cc1csc2ccccc12
  7	-1	-0.4	0	4	6	4	3	5

Further structures follow.
Order of values – GLD-1 TGE inh	PAFAH1B2 FP inh	MEX-5 binding	AHR activator	PME-1 primary	MCL1-BIM inh	pPAFAH inh	Fam108B counter	BCLXL inh
CC(C)(C)SCCNC(=O)CN(c1ccccc1)S(=O)(=O)c1ccccc1
  -2	7	3.5	1	3	0	-1	-4	1
Cc1ccc(S(=O)(=O)N(C)C)cc1NC(=O)COC(=O)C1(c2ccccc2)CC1
  2	12	1.7	4	2	2	4	0	3
Cc1cc(/C=C2/NC(=O)N(c3ccccc3)C2=O)c(C)n1-c1cccnc1
  0	9	1.0	109*	7	-2	3	-1	4
COc1ccc(CCn2c(C(C)C)nc3oc4ccccc4c(=O)c3c2=O)cc1
  2	3	2.7	0	-1	5	2	-2	7

Structural class, those above containing two or more sulfur atoms.
Order of values – GLD-1 TGE inh	PAFAH1B2 FP inh	MEX-5 binding	AHR activator	PME-1 primary	MCL1-BIM inh	pPAFAH inh	Fam108B counter	BCLXL inh
CCS(=O)(=O)Nc1ccc(-c2nnc(SCC(=O)c3ccc(NC(C)=O)c(OC)c3)o2)cc1
  3	1	2.0	-2	-1	-66	-2	0	-9
NS(=O)(=O)c1ccc(CNC(=O)c2ccccc2SCC(=O)N2CCCC2)cc1
  4	1	-0.7	2	1	6	-8	0	-2
NS(=O)(=O)c1ccc(CCNC(=O)Cc2cccs2)cc1
  1	1	-1.5	-1	-10	12	7	0	-2
Cc1ccc(S(=O)(=O)N2CCCCC2)cc1NC(=O)Cn1ccsc1=N
  1	1	-0.9	1	1	3	0	-1	8
CCOC(=O)CSc1nc2c(c(=O)n1-c1ccc(OC)cc1)SCC2
  2	6	-0.5	1	1	3	-5	1	-1
CCCCN(Cc1cccs1)S(=O)(=O)c1ccc(-c2ccc(=O)[nH]n2)s1
  1	4	0.1	-2	5	10	1	-1	4
COc1ccc(NS(=O)(=O)c2ccc(NC(=S)NC(=O)c3ccc(F)cc3)cc2)nn1
  -3	-2	2.7	4	2	0	-5	-3	0
CC(C)(C)SCCNC(=O)CN(c1ccccc1)S(=O)(=O)c1ccccc1
  -2	7	3.5	1	3	0	-1	-4	1

Reprinted at random: two entries already listed.
Order of values – GLD-1 TGE inh	PAFAH1B2 FP inh	MEX-5 binding	AHR activator	PME-1 primary	MCL1-BIM inh	pPAFAH inh	Fam108B counter	BCLXL inh
COc1ccc(CCn2c(C(C)C)nc3oc4ccccc4c(=O)c3c2=O)cc1
  2	3	2.7	0	-1	5	2	-2	7
Cc1ccc(S(=O)(=O)N(C)C)cc1NC(=O)COC(=O)C1(c2ccccc2)CC1
  2	12	1.7	4	2	2	4	0	3

This is a subset (hit frequency here may not be typical).
